# Compound activity deposited in PubChem BioAssay by University of Kansas High Throughput Screening Laboratory.
# Pf apPOL inh – Pf-apPOL inhibitors, biochemical, fluorescence; Plasmodium falciparum apicoplast DNA polymerase (apPOL); inhibition, % at 10 µM; actives 0.25% (n = 210,000); Recombinant Pf-apPOL, molecular beacon fluorescence, 1.5 h; AID 1794808, 2022
# mHTT-CaM PPI inh – mutant huntingtin-calmodulin interaction inhibitors – biochemical, AlphaScreen, primary screen | AlphaScreen His-mHTT/GST-CaM binding, luminescence | inhibition, % at 15 µM | actives 3.6% (n = 190,000) | AID 1671202, 2021;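 note: 0% = both proteins with DMSO and 100% = one protein alone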
# Target sequence (P42858 whole entry, looked up, stated change not applied): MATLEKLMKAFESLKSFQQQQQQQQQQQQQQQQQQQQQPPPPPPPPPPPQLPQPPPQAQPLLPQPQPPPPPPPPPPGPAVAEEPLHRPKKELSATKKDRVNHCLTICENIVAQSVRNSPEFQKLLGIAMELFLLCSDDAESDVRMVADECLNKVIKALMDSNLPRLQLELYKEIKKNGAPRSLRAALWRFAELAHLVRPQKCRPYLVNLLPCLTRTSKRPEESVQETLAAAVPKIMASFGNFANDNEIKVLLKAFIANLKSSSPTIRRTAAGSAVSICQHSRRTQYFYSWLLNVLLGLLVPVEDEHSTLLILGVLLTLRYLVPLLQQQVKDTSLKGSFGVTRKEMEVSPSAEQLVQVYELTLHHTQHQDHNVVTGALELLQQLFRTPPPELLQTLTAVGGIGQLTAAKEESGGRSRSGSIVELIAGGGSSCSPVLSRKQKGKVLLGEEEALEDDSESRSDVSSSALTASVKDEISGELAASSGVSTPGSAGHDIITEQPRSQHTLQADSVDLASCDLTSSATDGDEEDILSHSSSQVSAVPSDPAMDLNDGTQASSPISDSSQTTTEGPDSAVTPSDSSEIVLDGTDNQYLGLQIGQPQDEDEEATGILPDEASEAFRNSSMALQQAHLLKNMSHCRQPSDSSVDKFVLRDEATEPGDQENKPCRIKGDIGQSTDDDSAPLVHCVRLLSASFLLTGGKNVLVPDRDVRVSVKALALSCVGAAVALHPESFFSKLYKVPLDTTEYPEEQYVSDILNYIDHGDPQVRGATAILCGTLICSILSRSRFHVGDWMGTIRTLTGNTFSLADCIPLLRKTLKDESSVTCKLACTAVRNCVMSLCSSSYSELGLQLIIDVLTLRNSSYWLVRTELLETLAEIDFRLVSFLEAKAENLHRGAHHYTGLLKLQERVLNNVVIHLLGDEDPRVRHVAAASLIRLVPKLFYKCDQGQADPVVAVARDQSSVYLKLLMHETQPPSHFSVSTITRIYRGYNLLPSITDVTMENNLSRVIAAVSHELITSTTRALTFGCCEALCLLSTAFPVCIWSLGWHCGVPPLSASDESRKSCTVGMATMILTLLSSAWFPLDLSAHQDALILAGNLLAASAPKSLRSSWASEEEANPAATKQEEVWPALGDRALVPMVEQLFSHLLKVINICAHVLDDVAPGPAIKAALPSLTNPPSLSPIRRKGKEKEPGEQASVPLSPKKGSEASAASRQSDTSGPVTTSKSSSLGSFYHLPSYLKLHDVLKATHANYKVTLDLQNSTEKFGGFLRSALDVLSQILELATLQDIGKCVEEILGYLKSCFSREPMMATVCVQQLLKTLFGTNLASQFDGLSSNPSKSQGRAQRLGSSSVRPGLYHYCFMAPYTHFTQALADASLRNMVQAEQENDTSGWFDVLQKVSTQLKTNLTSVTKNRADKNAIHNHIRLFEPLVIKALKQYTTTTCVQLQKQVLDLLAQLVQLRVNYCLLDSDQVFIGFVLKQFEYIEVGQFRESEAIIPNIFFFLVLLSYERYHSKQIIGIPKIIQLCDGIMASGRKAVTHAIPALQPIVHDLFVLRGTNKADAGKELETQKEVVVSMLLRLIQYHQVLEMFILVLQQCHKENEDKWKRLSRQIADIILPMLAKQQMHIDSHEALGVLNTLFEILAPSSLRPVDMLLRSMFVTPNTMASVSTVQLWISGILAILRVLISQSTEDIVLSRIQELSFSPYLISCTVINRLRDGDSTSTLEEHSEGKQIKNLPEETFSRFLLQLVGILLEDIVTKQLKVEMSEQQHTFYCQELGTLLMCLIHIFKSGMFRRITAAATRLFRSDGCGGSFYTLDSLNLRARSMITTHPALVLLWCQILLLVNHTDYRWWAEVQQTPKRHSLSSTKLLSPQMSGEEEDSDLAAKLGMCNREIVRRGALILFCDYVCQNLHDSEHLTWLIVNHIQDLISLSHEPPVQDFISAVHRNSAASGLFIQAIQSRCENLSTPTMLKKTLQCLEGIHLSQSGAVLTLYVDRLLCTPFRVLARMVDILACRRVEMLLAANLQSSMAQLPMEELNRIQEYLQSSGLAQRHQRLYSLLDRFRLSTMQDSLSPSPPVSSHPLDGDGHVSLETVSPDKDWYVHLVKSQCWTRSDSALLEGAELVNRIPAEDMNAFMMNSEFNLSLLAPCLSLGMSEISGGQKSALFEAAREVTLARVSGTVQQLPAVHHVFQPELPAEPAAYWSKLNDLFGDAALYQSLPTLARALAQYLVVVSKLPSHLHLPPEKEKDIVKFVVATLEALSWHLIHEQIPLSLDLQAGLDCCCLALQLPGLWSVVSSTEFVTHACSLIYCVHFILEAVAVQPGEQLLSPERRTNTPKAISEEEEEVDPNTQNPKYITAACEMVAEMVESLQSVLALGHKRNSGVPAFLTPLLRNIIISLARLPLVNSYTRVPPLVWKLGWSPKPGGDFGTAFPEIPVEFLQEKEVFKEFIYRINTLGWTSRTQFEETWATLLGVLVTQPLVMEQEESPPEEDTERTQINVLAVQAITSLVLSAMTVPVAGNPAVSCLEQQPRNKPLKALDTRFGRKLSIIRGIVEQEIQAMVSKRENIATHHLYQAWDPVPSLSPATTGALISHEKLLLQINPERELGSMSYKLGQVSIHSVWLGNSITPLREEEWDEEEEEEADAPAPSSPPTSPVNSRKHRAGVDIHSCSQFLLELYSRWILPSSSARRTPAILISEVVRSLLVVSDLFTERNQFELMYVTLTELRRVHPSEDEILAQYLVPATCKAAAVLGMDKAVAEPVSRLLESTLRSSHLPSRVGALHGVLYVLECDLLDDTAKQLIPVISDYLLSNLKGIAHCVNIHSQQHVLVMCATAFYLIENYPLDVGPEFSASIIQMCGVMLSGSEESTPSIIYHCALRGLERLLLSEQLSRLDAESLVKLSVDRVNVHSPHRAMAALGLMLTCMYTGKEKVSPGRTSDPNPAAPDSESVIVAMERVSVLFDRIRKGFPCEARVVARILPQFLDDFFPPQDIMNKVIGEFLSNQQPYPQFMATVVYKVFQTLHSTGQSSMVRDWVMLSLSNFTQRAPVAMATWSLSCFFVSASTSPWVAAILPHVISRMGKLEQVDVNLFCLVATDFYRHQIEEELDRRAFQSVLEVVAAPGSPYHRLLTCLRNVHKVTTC
# Numbers without * were called inactive; x = no result given; & = joins results of further samples. Cut-off read from the data, not from the text of the source: active = inhibition above about 50%; inactive = the rest. These rows are one share of the data, so the mix of outcomes need not match the whole.
# Start of the listing, in advance:
SMILES,Pf apPOL inh,mHTT-CaM PPI inh
O=C(CCc1cn(Cc2ccccc2)c2ccccc12)NCc1ccc2c(c1)OCO2,-16,43
COCC(C)NC(=O)c1cccc(Cl)c1 (centres undefined),-2,-6
O=C(CCN1C(=O)CSC1c1ccccc1F)NC1CC1 (centres undefined),2,2
COc1ccccc1Cc1noc(C2CN(C(=O)c3cncc(Br)c3)C2)n1,-7,-9
Cc1ccc(C2=NOC(C(=O)NCC(=O)Nc3ccc(F)cc3)C2)cc1 (centres undefined),0,-4

# This part in full (from the top)
SMILES,Pf apPOL inh,mHTT-CaM PPI inh
O=C(CCc1cn(Cc2ccccc2)c2ccccc12)NCc1ccc2c(c1)OCO2,-16,43
COCC(C)NC(=O)c1cccc(Cl)c1 (centres undefined),-2,-6
O=C(CCN1C(=O)CSC1c1ccccc1F)NC1CC1 (centres undefined),2,2
COc1ccccc1Cc1noc(C2CN(C(=O)c3cncc(Br)c3)C2)n1,-7,-9
Cc1ccc(C2=NOC(C(=O)NCC(=O)Nc3ccc(F)cc3)C2)cc1 (centres undefined),0,-4
CN(C)c1cccc(NC(=O)NC2(C)CCS(=O)(=O)C2)c1 (centres undefined),2,5
CSc1ccc(CN2CCN(Cc3ccco3)CC2)cc1,-1,7
N#CC1=C(N)N(c2ccccc2C(F)(F)F)C2=C(C(=O)CCC2)C1c1ccccc1 (centres undefined),-2,14
O=S1(=O)CC(N2CCSCC2)CN1Cc1cn(Cc2ccc(C(F)(F)F)cc2)nn1 (centres undefined),-10,0
O=C(NCC(c1cccs1)S(=O)(=O)c1ccc(F)cc1)c1ccc2nsnc2c1 (centres undefined),-2,-3
NC(=O)c1oc2ccccc2c1NC(=O)C1c2ccccc2Oc2ccccc21,7,-3
Cc1ccc(OCC(=O)Nc2cccnc2)c(Br)c1,1,2
CC1CC(C)CN(S(=O)(=O)c2cc(Br)cc3c2N(C(=O)C2CC2)CC3)C1 (centres undefined),-1,-2
NNC(=O)CNS(=O)(=O)c1cccc2nsnc12,-6,x
O=C(Nc1ccc(F)cc1)Nc1nccn(-c2cccc(F)c2)c1=O,-5,8
O=C(NCCn1nc(-c2cccs2)ccc1=O)c1cccc(-n2cnnn2)c1,-5,-9
CC1CCCCC1NC(=O)c1ccc(Cl)cc1 (centres undefined),-7,1
CCCCN1C(=O)C(C)(C(=O)NCc2ccc(F)c(Cl)c2)Oc2cccnc21 (centres undefined),0,0
Cc1cccc(NC(=O)CSCc2ccc(Cl)cc2)c1C,-6,-4
COc1ccc(/C=C2\N=C(c3ccc(C)c([N+](=O)[O-])c3)OC2=O)c(OC)c1,1,7
Cc1ccc(C(=O)Nc2c(C)cc(Br)cc2C)cc1C,-2,-3
O=C(NC1CC1)c1ccn2c(-c3cc(F)cc(F)c3)nnc2c1,-1,0
O=C(Nc1ccc(-c2nc3ccccc3s2)cc1)c1ncn[nH]1,-6,54*
CC12CCC(C(=O)N(c3nc4c(s3)CCCC4)C1=O)C2(C)C (centres undefined),4,-1
COc1ccc(C2=NN(C(=O)CCC(=O)O)C(c3ccc(F)cc3)C2)cc1OC (centres undefined),-4,-3
CC1CCc2onc(C(=O)N3CCN(c4ccccc4)CC3)c2C1 (centres undefined),2,13
CCN(C(=O)CSc1nc2ccccc2o1)C12CC3CC(CC(C3)C1)C2,3,-5
O=C(NCC1OCCc2ccccc21)C(=O)N1CCCC1 (centres undefined),-16,4
O=C(NCc1ccccc1)c1nn2cc(Br)cnc2c1Cl,-6,3
O=S(=O)(Nc1ccc(F)c(Cl)c1)c1ccc2nc(-c3ccccc3)[nH]c2c1,6,3
O=C1Nc2ccccc2C1=CC1CC2C=CC1C2 (centres undefined),-7,x
COc1cc(OC)cc(C(=O)Nc2c3c(nn2-c2cccc(C)c2C)CSC3)c1,-3,18
Cc1ccccc1CNC(=O)C1(C)CCCN(S(=O)(=O)c2ccc(F)cc2F)C1 (centres undefined),-7,-9
COc1ccc(-c2nc(C)c(CCNC(=O)c3ccco3)s2)cc1,-11,16
CCc1ccc(CNC(=O)CCS(=O)(=O)Cc2ccc(Cl)cc2)cc1,-13,2
COCc1cccc(NC2(c3ccccc3)C(=O)c3ccccc3C2=O)c1,-1,45
CC(C)c1ccc(NC(=O)c2cc(S(=O)(=O)N(C)C3CCCCC3)ccc2F)cc1,0,-13
Clc1ccc(Cc2nc(-c3cccc(-c4ccn[nH]4)c3)no2)cc1,2,91*
COC(=O)c1ccc(CSc2nc(-c3ccccc3)cc(=O)[nH]2)cc1,-2,-19
CCC(C)(c1ccc(C=O)s1)c1ccc(C=O)s1,-4,-2
Cc1ccc(C(=O)N2CCc3sc(C(=O)NCc4cccs4)cc3C2)cc1,-5,5
O=C(Nc1cccnc1)c1cc2nc(-c3ccc(Br)cc3)cc(C(F)(F)F)n2n1,-6,4
Cc1ccc(OCC(=O)Nc2ccc3nn(-c4ccc(Cl)cc4)nc3c2)cc1,-4,-4
O=C(Cc1c(F)cccc1Cl)N1CCCC1c1cccc(F)c1 (centres undefined),-3,-7
O=C(c1noc2c1CCCCC2)N1CCN(Cc2ccc3c(c2)OCO3)CC1,-3,8
CCC(CC)C(=O)Nc1ccc(C)c(C)c1,7,-5
COc1ccc(O)c(C(=O)CC(=O)c2ccccc2C)c1,-10,62*
C1CCN(c2nc(N3CCOCC3)nc(N3CCOCC3)n2)CC1,-3,-8
O=C(C1CC(c2ccc(F)cc2)=NO1)N1CCCCC1 (centres undefined),-5,-7
O=C(Nc1ccc2[nH]c(=O)[nH]c2c1)c1ccc([N+](=O)[O-])cc1,-14,-2
O=[N+]([O-])c1ccc(-c2csc(NN=C3Cc4ccccc4C3)n2)cc1,0&-6,x
CCOc1cc(C(=O)Nc2ccc(NC(C)=O)cc2)cc(OCC)c1OCC,-20,6
CCCCS(=O)(=O)/C=C\C1C2C=CC(C2)C1S(=O)(=O)CCCC (centres undefined),x,-2
COc1cccc(C(=O)N2CCN(Cc3cccc([N+](=O)[O-])c3)CC2)c1,-1,9
CCC1CN2C=NC(N3CCN(C(=O)Nc4ccc(SC)cc4)CC3)=CC2=N1 (centres undefined),-4,4
CC(=O)c1cccc(NS(=O)(=O)c2ccc3[nH]c(=O)oc3c2)c1,7,-3
COCCC1CCN(C(=O)Cc2ccc(C)cc2)CC1,-5,-13
N#Cc1cccc(NC(=O)N2CCc3c(nc(-c4ccc(F)cc4)[nH]c3=O)C2)c1,-4,-8
COC(=O)Nc1c(-c2cccc(F)c2)n[nH]c1C1CC1,-8,0
C/C(O)=C(\C(=O)Nc1ccccc1[N+](=O)[O-])c1ccccc1,3,44
# Next part:
SMILES,Pf apPOL inh,mHTT-CaM PPI inh
O=C(NCC1CCCO1)C(=O)c1c[nH]c2ccccc12 (centres undefined),-5,-1
COc1cc(OC)cc(C(=O)N2CCc3c(c(C(=O)NCc4cccc(C)c4)nn3C)C2)c1,-3,41
C#CCOC(=O)c1cccc(CSC(=N)N)c1,0&36,x
O=c1[nH]c2ccc([N+](=O)[O-])cc2c(-c2ccccc2)c1Sc1nc2ccccc2o1,12,11
CC1(C(=O)NC2CCCCCCC2)CCC(=O)N1Cc1ccc(F)cc1Cl (centres undefined),-12,-7
CN(C)c1ccc(CNC(=O)C2CCN(c3cc(N4CCSCC4)ncn3)CC2)cc1,-4,19
Cc1ccc(C(=O)N2CCCC(c3nncn3-c3ccccc3)C2)cn1 (centres undefined),1,-8
CC(C)NC(=O)c1ccc(OCC2CCN(C(=O)c3ccc(N(C)C)cc3)CC2)cc1,-4,32
O=C(O)c1ccc(NC(=O)c2cc3ccccc3o2)cc1,-1,0
CCOC(=O)c1cc(NS(=O)(=O)c2ccc3c(c2)CCO3)ccc1N1CCCCC1,-1,x
CC1(C)C2CCC1(C)C(OCC(O)CN(CCO)CCO)C2 (centres undefined),2,0
COc1ccc(NC(=O)Cn2c(=O)oc3cc(Cl)ccc32)cc1,-3,-1
Cn1cc2c3c(cccc31)CN(C(=O)C1CCC1)CC2,-4,23
COc1cccc(-n2nc(C(=O)Nc3cc([N+](=O)[O-])ccc3OC)c3ccccc3c2=O)c1,2,-4
COc1ccc(-n2nc3c(c2NC(=O)c2c(F)cccc2F)CS(=O)C3)cc1 (centres undefined),-2,0
CC(C)Oc1ccccc1NC(=O)CSc1nnnn1C,13,3
CC1(C(=O)NCc2ccc(F)cc2)CCCN(C(=O)Nc2cccc(Cl)c2)C1 (centres undefined),-5,2
Cc1cccc(-c2nc3n(n2)C(c2ccccc2)C2=C(CC(C)(C)CC2=O)N3)c1 (centres undefined),-1,5
CCC(=O)Nc1cccnc1-c1ccc(C(=O)NCc2cccc(OC)c2)cc1,0,-1
COc1ccc(C(=O)Nc2ccc(S(=O)(=O)N(C)C3CCCCC3)cc2)c(OC)c1OC,0,1
Cc1ccc(O)c(NC(=O)c2ccc3c(c2)C(=O)N(C(C)(C)C)C3=O)c1,-3,-2
COc1ccc(C2CC(c3ccc(Br)s3)Nc3ncnn32)cc1OC (centres undefined),-4,5
O=c1c(O)c(-c2ccc(O)c(O)c2)oc2cc(O)cc(O)c12,18,x
O=C(O)c1ccccc1C(=O)n1c(Cc2ccccc2)nc2ccccc21,-9,-4
Clc1ccc(CSc2nnc(-n3cccc3)s2)cc1,5&-10,x
COc1ccccc1C(=O)N1CC2(C)CC1CC(C)(C)C2 (centres undefined),-5,18
Cc1oc(C2CCN(C(=O)Nc3ccc(F)cc3)CC2)nc1C(=O)N1CCOCC1,2,-6
CCc1ccc(NC(=O)C(=O)NCc2ccccn2)cc1,-4,6
Cc1ccnc(NC(=O)C2CC(=O)N(c3ccc(C)c(C)c3)C2)c1 (centres undefined),5,3
CCOc1ccc(C=C2Oc3c(ccc(O)c3CN3CCN(CCO)CC3)C2=O)cc1,-13,10
O=C(CN(C1CCCCC1)S(=O)(=O)c1ccc(F)cc1)Nc1ccccc1F,24,4
COc1ccc(N2C(=O)C(O)=CC2(OC)c2ccccc2)cc1 (centres undefined),24,67*
COc1ccccc1N1CCN(C(=O)c2ccccc2C)C(C)C1=O (centres undefined),-5,2
CC(C)Cn1c(=O)c(C(=O)N2CCC(C)CC2)nc2cccnc21,-2,2
COc1ccc(N2C(=O)CCC2(C)C(=O)NCCC(C)C)cc1 (centres undefined),-3,-2
Cc1cc(NS(=O)(=O)c2ccc(NC(=O)c3c(-c4ccccc4Cl)noc3C)cc2)no1,-8,x
CCOCCCNC(=O)c1cc(Sc2cccc(Cl)c2)nc2ccccc12,-17,4
Cc1cc(NC(=O)CN2CCN(Cc3nc4ccccc4n3C)CC2)no1,-6,-16
O=C(O)c1cnccc1C(=O)Nc1cccc(C(F)(F)F)c1,-2,2
CC(C#N)(Cc1ccccc1)Nc1ccc(Cl)cc1 (centres undefined),2,x
CNC(=O)Cc1csc(-c2ccc(C)cc2)n1,-4,6
N#Cc1cccc(C(=O)NC2CCCC(OC(=O)Nc3ccccc3)C2)c1 (centres undefined),-2,-2
COc1ccc(C2=CC(c3ccccc3F)n3nnnc3N2)cc1 (centres undefined),-2,11
Cc1csc(COc2ccc(C(=O)Nc3nc(C)cs3)cc2)n1,-10,-5
CC(C)NCC(O)COc1ccc(C(C)(C)C)cc1 (centres undefined),4&1,17&0

# Single records, as listed above. Order of screens: Pf apPOL inh, mHTT-CaM PPI inh
# Profile of O=C(CN(C1CCCCC1)S(=O)(=O)c1ccc(F)cc1)Nc1ccccc1F : 24, 4
# Profile of COc1ccc(N2C(=O)C(O)=CC2(OC)c2ccccc2)cc1 (centres undefined) : 24, 67*
# Profile of CNC(=O)Cc1csc(-c2ccc(C)cc2)n1 : -4, 6

# A draw from above in order of count of non-hydrogen atoms, rising:
SMILES,Pf apPOL inh,mHTT-CaM PPI inh
CCC(C)(c1ccc(C=O)s1)c1ccc(C=O)s1,-4,-2
COc1ccc(N2C(=O)CCC2(C)C(=O)NCCC(C)C)cc1 (centres undefined),-3,-2
Cc1ccnc(NC(=O)C2CC(=O)N(c3ccc(C)c(C)c3)C2)c1 (centres undefined),5,3
COC(=O)c1ccc(CSc2nc(-c3ccccc3)cc(=O)[nH]2)cc1,-2,-19
N#CC1=C(N)N(c2ccccc2C(F)(F)F)C2=C(C(=O)CCC2)C1c1ccccc1 (centres undefined),-2,14

# The results go on:
SMILES,Pf apPOL inh,mHTT-CaM PPI inh
CC(C)CN(Cc1c(O)ccc2c1OC(=Cc1cccnc1)C2=O)CC(C)C,5,15
Cc1ccc(CN2CC34C=CC(O3)C(C(=O)OC(C)C)C4C2=O)cc1 (centres undefined),4,-3
O=S(=O)(c1ccccc1)N1CCN(Cc2ccccc2)CC1,-1,-10
O=S(=O)(c1ccc2c(c1)-c1oncc1CO2)N1CCCc2ccccc21,0,-6
Cc1onc(-c2c(F)cccc2Cl)c1C(=O)Nc1c(C)n(C)n(-c2ccccc2)c1=O,0,-1
O=C(C1COc2ccccc2O1)N1CCCn2nc(-c3ccncc3)cc2C1 (centres undefined),-4,28
O=C1c2cccc([N+](=O)[O-])c2C(=O)N1CNc1ccc(Cl)c(Cl)c1,-4,23
COCc1cc(C)nc(SCC(=O)c2ccc(F)cc2F)c1C#N,-4,-47
O=C(Nc1ccc([N+](=O)[O-])cn1)c1ccccc1F,2,-4
Cc1noc(C)c1S(=O)(=O)N1CCC(c2nnc(-c3ccc(F)cc3)o2)CC1,2,-6
COc1cc(NC(=O)c2ccccc2)c(C(=O)O)cc1OC,-1&-2,x
COCCC1CCN(C(=O)CN(C)C(=O)c2cccc(Cl)c2)CC1,-3,-9
CCOC(=O)C(C)Sc1nnc(NC(=O)C2CC2)s1 (centres undefined),4,-12
O=C(O)CCNC(=O)/C(=C\c1ccc2c(c1)OCO2)NC(=O)c1ccco1,-1,-2
Cn1cc(C(=O)NC2CC2)c2c3ccccc3n(C)c2c1=O,0,-1
